MKP-1 inh: MKP-1 phosphatase inhibitors, primary screen, biochemical, in vitro. Dual specificity protein phosphatase 1 (Homo sapiens), P28562. recombinant MKP-1, OMFP hydrolysis fluorescence. inhibition, %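 (compounds tested at a single concentration somewhere between 10 and 100 µM)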. actives 0.15% (n = 65,000). AID 374, 2006;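 active means inhibition above about 50%, limit read from the data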;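 further: 0% = DMSO max control wells and 100% = wells with enzyme stopped by NaOH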
Hsp90 inh: tumor Hsp90 inhibitors, primary screen, cell lysate, fluorescence polarization, NCI-N417 lysate; Heat shock protein HSP 90-alpha (Homo sapiens), P07900; Cy3B-geldanamycin FP displacement; inhibition, % at 30 µM; actives 0.35% (n = 64,000); AID 429, 2006;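 active means inhibition above 50%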;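 further: 0% = tracer plus lysate wells and 100% = tracer alone without lysate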
AP ELISA ortho: alternative complement pathway inhibitors, primary screen, biochemical, ELISA, human serum, orthogonally pooled compounds; LPS-coated ELISA, C3 deposition; tested in compound mixtures; inhibition, % at 5 µM; actives 0.08% (n = 62,000); AID 1235, 2008;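 active means inhibition above 30% in each of the two pooled mixtures holding the compound, so the lower value exceeds 30%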;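 further: 0% = serum in Mg-EGTA without compound and 100% = EDTA serum blank; some compounds past the cut are filed as inactive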
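Assay system: human serum alternative complement pathway, C3 deposition on LPS-coated wells; Dosing: 5 µM per compound in ten-compound mixtures; Detection: Anti-C3 ELISA, OD 450 nm; Buffer or medium: Mg2+-EGTA GVB++ buffer containing human serum at 1:15 dilution; Timing: 1 h at 37 °C; Replication: two different pools per compound.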
FXIIa inh mix: human factor XIIa inhibitors, primary screen, biochemical, pooled compound mixtures, fluorogenic substrate | Coagulation factor XII (Homo sapiens), P00748 | purified FXIIa | inhibition, % at 5 µM | actives 0.2% (n = 62,000) | AID 684, 2007;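 further: 0% = enzyme without compound and 100% = no enzyme blank; some results filed as inactive read as strong as hits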
A340 absorber: compound light absorbance at 340 nm, profiling panel, artefact control, biochemical, MLSMR library, data from PS, PMK, MK assays; 65,000 tested, under 10 active; compound absorbance at 340 nm, fold over control; fold change at 10 µM; AID 708, 2007;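 active means at 10 µM dose, initial 340 nm absorbance at least 2 fold that of control wells; inactive means change under 2 fold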;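 further: initial absorbance extrapolated from kinetic A340 decline of NADH oxidation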
Cdc25B inh: inhibitors of Cdc25B phosphatase catalytic domain, primary screen, biochemical, OMFP fluorescence; M-phase inducer phosphatase 2 (Homo sapiens), P30305; recombinant Cdc25B, OMFP fluorescence Ex485/Em525; inhibition, %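 (compounds tested at 10 µM final in the well)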; actives 0.1% (n = 65,000); AID 368, 2006; in the data active means inhibition above about 50%
FXIa inh mix: FXIa protease inhibitors in compound pools, primary screen, biochemical, 10-compound mixtures. purified FXIa, fluorogenic substrate, pooled mixtures. AID 680, 2007. actives 0.19% (n = 62,000). inhibition, % at 5 µM. Coagulation factor XI (Homo sapiens), P03951;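 further: each value is inhibition by a whole ten-compound pool holding the compound; 0% = enzyme with no mixture and 100% = wells lacking enzyme; strong numbers were not always called active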
Target sequence (P03951 19-387 limits assumed): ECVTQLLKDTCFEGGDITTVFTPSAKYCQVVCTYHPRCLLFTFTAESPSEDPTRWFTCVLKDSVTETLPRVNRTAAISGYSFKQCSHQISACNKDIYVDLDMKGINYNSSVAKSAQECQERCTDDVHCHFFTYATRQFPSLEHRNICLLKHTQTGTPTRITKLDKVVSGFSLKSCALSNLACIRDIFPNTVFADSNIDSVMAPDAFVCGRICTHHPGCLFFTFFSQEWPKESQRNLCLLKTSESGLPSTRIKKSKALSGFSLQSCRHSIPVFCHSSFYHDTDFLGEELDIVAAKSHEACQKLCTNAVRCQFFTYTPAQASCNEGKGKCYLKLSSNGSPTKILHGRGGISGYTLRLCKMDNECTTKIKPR
Target sequence (P03951 388-625 limits assumed): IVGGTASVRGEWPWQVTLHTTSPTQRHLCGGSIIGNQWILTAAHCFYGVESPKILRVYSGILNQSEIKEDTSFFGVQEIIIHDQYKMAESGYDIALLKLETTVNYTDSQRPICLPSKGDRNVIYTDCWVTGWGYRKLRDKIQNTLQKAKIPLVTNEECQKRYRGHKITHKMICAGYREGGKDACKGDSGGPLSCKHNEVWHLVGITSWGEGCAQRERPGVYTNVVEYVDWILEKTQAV
MMP-13 inhibitor: human MMP13 inhibitors, primary screen, biochemical, FRET peptide cleavage; Collagenase 3 (Homo sapiens), P45452; MMP-13 fTHP FRET cleavage, Mca fluorescence; inhibition, % at 4 µM; actives 0.07% (n = 65,000); AID 570, 2006;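 active means inhibition above the mean of compound-free control plate wells plus 3 SD, cut at about 14% in these data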;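 further: 0% = DMSO wells and 100% = wells with reference MMP-13 inhibitor after basal subtraction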
JNK3 blocker: JNK3 kinase activity inhibitors, primary screen, biochemical, human, purified enzyme | Mitogen-activated protein kinase 10 (Homo sapiens), P53779 | HTS | inhibition, % at 8 µM | actives 0.61% (n = 60,000) | AID 746, 2007; in the data active means inhibition above about 17%;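 further: 0% = DMSO and 100% = reference inhibitor; many of its hits are not listed in these tables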
Target sequence (P53779 whole entry, looked up): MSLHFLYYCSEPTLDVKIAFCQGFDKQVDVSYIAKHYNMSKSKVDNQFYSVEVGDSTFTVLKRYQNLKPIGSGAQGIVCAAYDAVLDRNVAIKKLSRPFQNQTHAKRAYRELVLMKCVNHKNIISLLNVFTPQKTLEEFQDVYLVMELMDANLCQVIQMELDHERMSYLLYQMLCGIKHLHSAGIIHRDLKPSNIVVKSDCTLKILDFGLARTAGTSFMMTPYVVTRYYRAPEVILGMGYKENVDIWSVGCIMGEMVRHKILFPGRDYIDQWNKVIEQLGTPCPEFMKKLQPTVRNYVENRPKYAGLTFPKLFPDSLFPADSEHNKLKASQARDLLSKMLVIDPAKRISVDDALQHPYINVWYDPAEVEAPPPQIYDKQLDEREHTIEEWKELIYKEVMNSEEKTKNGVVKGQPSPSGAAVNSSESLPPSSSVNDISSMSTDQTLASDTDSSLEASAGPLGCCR
The depositor's hits bear a star; i = inactive; nt = no result given; [ ] = dose if it differs, or a comment. Unless noted, no stated cut-off is given here; in the data, active means inhibition above about 20% (passing the limit was not always enough); inactive means the rest.

SMILES | MKP-1 inh | Hsp90 inh | AP ELISA ortho | FXIIa inh mix | A340 absorber | Cdc25B inh | FXIa inh mix | MMP-13 inhibitor | JNK3 blocker
Cc1nc2nc(-c3ccccc3)cc(=O)n2[nH]1 | -2 | 1 | -6 | 4 | 1.1 | 8 | 8 | 1 | 8
CCOC(=O)c1oc2nc(C(C)C)c3c(c2c1N)CCC3 | 20 | -2 | 10 | 10 | 1.1 | 4 | 4 | -185[fluorescence artefact?] | -2
C/C(=C\C(=O)Nc1nccs1)c1ccccc1 | -3 | -1 | -2 | 2 | 1.1 | -12 | 1 | 9 | 5
COc1cccc(C2C(C(=O)c3sc(C)nc3C)=C(O)C(=O)N2CCN2CCOCC2)c1 (stereo not given) | 18 | -8 | 3 | -4 | 1.1 | -1 | 4 | 0 | 1
COc1ccc(C(O)Cc2nc3ccccc3n2C)cc1OC (stereo not given) | 3 | -3 | nt | nt | 1 | -1 | nt | 1 | -1
CCOC1(C(F)(F)F)NC(=O)N(Cc2ccc(OC)cc2)C1=O (stereo not given) | -4 | 0 | 4 | -15 | 0.98 | 9 | 2 | 0 | 2
CCCCOc1ccccc1C1CC(=O)NC2=C1C(=O)CCC2 (stereo not given) | 21 | 0 | 0 | 2 | 1 | 4 | 0 | 1 | -5
COc1cc(C2CC(=O)N3CN(c4ccccc4C)CSC3=C2C#N)cc(OC)c1OC (stereo not given) | -8 | -4 | 8 | 9 | 1.1 | -1 | 6 | 5 | 0
COc1ccc2cc3cc(C(=O)N4CCN(Cc5ccc6c(c5)OCO6)CC4)oc3nc2c1 | 5 | -2 | 8 | 3 | 1.1 | 7 | 1 | -120[fluorescence artefact?] | 2
Fc1ccc(C2C3=C(Nc4ncnn42)c2ccccc2OC3c2ccncc2)cc1 (stereo not given) | 9 | -5 | -2 | 11 | 1 | 24 | 0 | -8 | 7
CC(NC(=O)C1C2C=CC(C2)C1C(=O)O)c1ccccc1 (stereo not given) | -1 | -3 | nt | nt | 1.1 | -1 | nt | -1 | -5
Cc1cccc(NC(=O)c2c(C)cc(=O)oc2C)n1 | -20 | 2 | nt | nt | 1 | 13 | nt | 1 | -1
Cc1cccc2cc(C#N)c(SCCN3CCCCC3)nc12 | 15 | -7 | 16 | 1 | 1 | -2 | -5 | -2 | -18
CCOC(=O)N1CCC(Nc2c(NCCCN3CCN(c4ccc(OC)cc4)CC3)c(=O)c2=O)CC1 | 14 | 1 | 14 | 2 | 1 | 3 | 13 | 2 | -8
O=C1Nc2ccccc2C12OC1CCCCC1O2 (stereo not given) | 13 | -20 | 8 | 1 | 1.1 | -12 | -1 | 3 | -11
CCOc1ccc(-c2nnn(CC(=O)NCc3ccc(F)cc3)n2)cc1OCC | -7 | -2 | 4 | 5 | 1 | -3 | 7 | 2 | 2
CC1CC(C)CN(C(=O)Cn2c(=O)n(CCCCC(=O)NCc3ccco3)c(=O)c3ccccc32)C1 (stereo not given) | 11 | -1 | 9 | -12 | 1 | -3 | 1 | 1 | 8
CC1Oc2ccccc2N(Cc2ccccc2Cl)C1=O (stereo not given) | 0 | -5 | 13 | -1 | 1 | -3 | 16 | -4 | 3
CC1CC(C)CN(C(=O)COC(=O)c2cc3ccccc3cc2O)C1 (stereo not given) | 3 | 1 | -1 | 7 | 1 | -18 | 2 | 0 | 3
COc1cccc2c(=O)c(C/C=C(/C)Cl)c(C)[nH]c12 | -4 | -5 | -11 | 7 | 1.1 | -6 | -18 | -50 | 18*

Continued, overlapping the part above by 2 compounds.
SMILES | MKP-1 inh | Hsp90 inh | AP ELISA ortho | FXIIa inh mix | A340 absorber | Cdc25B inh | FXIa inh mix | MMP-13 inhibitor | JNK3 blocker
CC1CC(C)CN(C(=O)COC(=O)c2cc3ccccc3cc2O)C1 (stereo not given) | 3 | 1 | -1 | 7 | 1 | -18 | 2 | 0 | 3
COc1cccc2c(=O)c(C/C=C(/C)Cl)c(C)[nH]c12 | -4 | -5 | -11 | 7 | 1.1 | -6 | -18 | -50 | 18*
c1coc(CN2CN=C(Nc3nc4ccccc4s3)NC2)c1 | -5 | -1 | -7 | 4 | 1 | 0 | 0 | 5 | 11
O=C1C2C3C=CC(C3)C2C(=O)N1CNc1ccccc1 (stereo not given) | nt | nt | 17 | 3 | nt | nt | 6 | 7 | nt
CCOC(=O)Cc1c(C)nc2c(C#N)c(C)nn2c1C | -2 | -4 | -7 | -16 | 1.1 | -8 | 2 | -49 | 10
CCOc1cc(NC(=O)C2CCCO2)c(OCC)cc1NC(C)=O (stereo not given) | -3 | 13 | 11 | 4 | 1 | -2 | 8 | 0 | 5
COc1ccc(Cc2nc(-c3ccccc3)no2)cc1 | 6 | -8 | 30 | 6 | 0.99 | -5 | 8 | -7 | 1
CN(c1ccccc1)C(c1ccc(F)cc1)c1nnnn1C1CCCC1 (stereo not given) | -11 | 2 | 23 | 5 | 0.97 | -10 | 8 | 3 | 3
CCOC(=O)c1cc2c(=O)n3ccccc3nc2n(CCOC)c1=NC(=O)C(C)(C)C | 12 | nt | -1 | 8 | 1.1 | -14 | -6 | i[fluorescence artefact?] | nt
COc1ccc(-c2oc(/N=C/N3CCOCC3)c(C#N)c2-c2ccc(OC)cc2)cc1 | 10 | nt | 8 | 13 | 1.1 | -11 | 5 | 8 | nt
Nc1cc(C(=O)O)ccc1Nc1ccccc1 | 5 | 4 | 17 | -5 | 1 | 7 | -37 | -282[fluorescence artefact?] | 2
Oc1ccc(-c2nc3ccccn3c2NCc2ccc3c(c2)OCO3)cc1 | -20 | 3 | -4 | -3 | 1 | -11 | -3 | -74[fluorescence artefact?] | -1
COC(=O)c1ccc(C)c(NC(=O)CN(c2cc(OC)ccc2OC)S(C)(=O)=O)c1 | 10 | -4 | 16 | 3 | 1 | -8 | 5 | 1 | 5
COc1ccc(C)cc1NC(=O)CSc1nnc(-c2ccc(Br)cc2)o1 | 6 | 0 | 3 | -13 | 1.1 | -13 | 3 | 0 | 3
Cc1cccc(N2CCN(S(C)(=O)=O)CC2)c1C | 12 | -3 | -21 | -6 | 1 | -9 | 9 | 1 | 1
CCOc1cccc(NC(=O)CSc2nncn2N)c1 | -7 | -1 | nt | nt | 1 | 4 | nt | 1 | 2
CN(C)S(=O)(=O)c1ccc(NC(=O)C2COc3ccccc3O2)cc1 (stereo not given) | 2 | 0 | -4 | 9 | 1 | -5 | -4 | -8 | -2
CCn1c(CNC(=O)c2ccccc2)nc2ccccc21 | 3 | -1 | nt | nt | 1 | -8 | nt | 2 | -2
CC12C(=O)N(Cc3ccccc3)C(=O)C1C1C=CC2C1 (stereo not given) | 3 | -3 | 8 | 4 | 1 | -4 | 1 | 6 | -6
COCCn1c(SCc2ccc(C(=O)OC)o2)nc2cc(Cl)ccc2c1=O | 29 | -2 | 3 | -2 | 1 | -12 | 1 | -5 | -2
Cc1cccc(NC(=O)C2CCCN(C(=O)NC3CCCCC3)C2)c1C (stereo not given) | 9 | 0 | 11 | 7 | 0.97 | 3 | -10 | -2 | -7
CCOC(=O)c1ccc(N2C(=O)CC(N3CC(C)OC(C)C3)C2=O)cc1 (stereo not given) | -2 | -1 | 0 | -5 | 1 | 0 | 1 | 2 | -3

4 successive entries out of the list so far, for reference:
SMILES | MKP-1 inh | Hsp90 inh | AP ELISA ortho | FXIIa inh mix | A340 absorber | Cdc25B inh | FXIa inh mix | MMP-13 inhibitor | JNK3 blocker
c1coc(CN2CN=C(Nc3nc4ccccc4s3)NC2)c1 | -5 | -1 | -7 | 4 | 1 | 0 | 0 | 5 | 11
O=C1C2C3C=CC(C3)C2C(=O)N1CNc1ccccc1 (stereo not given) | nt | nt | 17 | 3 | nt | nt | 6 | 7 | nt
CCOC(=O)Cc1c(C)nc2c(C#N)c(C)nn2c1C | -2 | -4 | -7 | -16 | 1.1 | -8 | 2 | -49 | 10
CCOc1cc(NC(=O)C2CCCO2)c(OCC)cc1NC(C)=O (stereo not given) | -3 | 13 | 11 | 4 | 1 | -2 | 8 | 0 | 5

Next section:
SMILES | MKP-1 inh | Hsp90 inh | AP ELISA ortho | FXIIa inh mix | A340 absorber | Cdc25B inh | FXIa inh mix | MMP-13 inhibitor | JNK3 blocker
COC(=O)COc1cccc(NC(=O)c2ccccc2)c1 | -9 | 0 | 20 | 6 | 1.1 | -5 | 4 | 1 | 6
CCOC(=O)c1c(C)c(C(=O)NCC2CCCO2)c(C)n1C (stereo not given) | -4 | -3 | 17 | 5 | 1 | 1 | 7 | 2 | -3
O=C1C2C3C=CC(C3)C2C(=O)N1CCCO (stereo not given) | 2 | -2 | 6 | -2 | 1 | -3 | 8 | -1 | 0
CC1(C)CC(=O)C2=C(C1)NCN(Cc1ccccc1)C2 | -32 | 0 | 0 | 5 | 1.1 | 0 | -2 | -1 | -1
N#CCSc1nc2c(c(=O)n1Cc1ccco1)C1(CCCC1)Cc1ccccc1-2 | -22 | -6 | nt | nt | 1 | 1 | nt | 2 | -3
COc1cccc(NC(=O)c2ccccc2NS(C)(=O)=O)c1 | 2 | 1 | 3 | -16 | 1 | -11 | -13 | -4 | -1
c1ccc(-c2nc(NCC3CCCO3)c3ccccc3n2)nc1 (stereo not given) | -16 | 11 | nt | nt | 1.1 | 6 | nt | -4 | 0
O=C(CCn1nc(-c2ccccc2)c2ccccc2c1=O)N1CCN(c2ccccc2)CC1 | 2 | -9 | 11 | 2 | 1 | 0 | -3 | 2 | 2
O=C(CSc1ccc2c(c1)OCCO2)NCCN1C(=O)CSC1=O | 20 | -2 | 1 | -12 | 1 | 5 | -4 | -1 | -1
O=C(Nc1ccccc1)N1CCCCC1c1cccnc1 (stereo not given) | -5 | -3 | 3 | 4 | 1 | -11 | 10 | -1 | 7
CC(C)(O)C#Cc1ccc(C(=O)N2CCCC2C(=O)O)s1 (stereo not given) | 0 | -1 | 4 | 7 | 1 | -3 | -2 | -7 | 4

Shown with each value named: part of the list above.
COCCn1c(SCc2ccc(C(=O)OC)o2)nc2cc(Cl)ccc2c1=O
- MKP-1 inh: 29
- Hsp90 inh: -2
- AP ELISA ortho: 3
- FXIIa inh mix: -2
- A340 absorber: 1
- Cdc25B inh: -12
- FXIa inh mix: 1
- MMP-13 inhibitor: -5
- JNK3 blocker: -2

O=C(Nc1ccccc1)N1CCCCC1c1cccnc1 (stereo not given)
- MKP-1 inh: -5
- Hsp90 inh: -3
- AP ELISA ortho: 3
- FXIIa inh mix: 4
- A340 absorber: 1
- Cdc25B inh: -11
- FXIa inh mix: 10
- MMP-13 inhibitor: -1
- JNK3 blocker: 7

Cc1cccc(NC(=O)c2c(C)cc(=O)oc2C)n1
- MKP-1 inh: -20
- Hsp90 inh: 2
- AP ELISA ortho: nt
- FXIIa inh mix: nt
- A340 absorber: 1
- Cdc25B inh: 13
- FXIa inh mix: nt
- MMP-13 inhibitor: 1
- JNK3 blocker: -1

Source: PubChem
